# RECQ1 helicase = qHTS Assay for Inhibitors of RecQ-Like Dna Helicase 1 (RECQ1). ATP-dependent DNA helicase Q1 (Homo sapiens), P46063. RECQ1 DNA unwinding, red fluorescence kinetic read. Potency, µM (doses to about 57.3 µM), inactives show at the top dose activity, negative = inhibition, most hits filed as inhibitors. 0.54% of 240,000 active;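 further: plate controls were vehicle for no effect and no enzyme for full effect; nearly all actives have a fitted effect of over 30% in size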
# Target sequence (P46063 whole entry, looked up): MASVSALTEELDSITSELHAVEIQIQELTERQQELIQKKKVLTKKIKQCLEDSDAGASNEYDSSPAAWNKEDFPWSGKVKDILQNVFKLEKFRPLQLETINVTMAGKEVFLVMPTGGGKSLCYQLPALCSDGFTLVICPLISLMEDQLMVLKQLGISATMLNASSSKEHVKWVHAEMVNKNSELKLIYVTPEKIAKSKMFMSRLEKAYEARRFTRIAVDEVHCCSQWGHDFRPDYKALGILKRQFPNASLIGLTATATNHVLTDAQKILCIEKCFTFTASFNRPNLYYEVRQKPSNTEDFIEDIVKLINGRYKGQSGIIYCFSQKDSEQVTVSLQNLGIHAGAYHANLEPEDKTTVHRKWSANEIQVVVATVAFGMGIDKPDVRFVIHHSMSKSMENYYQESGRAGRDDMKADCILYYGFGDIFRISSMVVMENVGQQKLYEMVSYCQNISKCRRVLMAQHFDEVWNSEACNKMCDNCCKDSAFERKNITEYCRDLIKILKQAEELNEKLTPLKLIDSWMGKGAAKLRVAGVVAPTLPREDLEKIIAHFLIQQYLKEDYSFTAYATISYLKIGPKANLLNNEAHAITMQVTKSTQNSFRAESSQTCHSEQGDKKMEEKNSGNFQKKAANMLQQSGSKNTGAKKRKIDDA
#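 50 nM RECQ1T1 preincubated 15 min with compound in Tris pH 8.0 buffer with MgCl2, DTT, Tween-20 and 2.5 ug/ml poly(dI-dC); started with 200 nM TAMRA/BHQ-2 forked duplex and 2 mM ATP. Unwinding read as fluorescence (525/598 nm), two reads 2 h apart.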
# SMN2 splice up = qHTS Assay for Enhancers of SMN2 Splice Variant Expression; HEK293 SMN2-luciferase splicing reporter, luminescence, 30-36 h; Potency, µM (highest dose often 46.1 µM), for the others: at the highest dose activity change, positive = activation, actives largely listed as activators; 2.8% of 210,000 active; further: % of control where 0% means no effect; nearly all actives have a fitted effect of over 55% in size
#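 HEK293 cells carry an SMN2 […]–luciferase reporter in which exon 7 inclusion puts luciferase in frame. Cells were plated 10-12 h before compound addition, then incubated 30-36 h at 37C. ONE-Glo luminescence was read; sodium butyrate at 4.5 mM final served as control.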
# Epigenetic reg = Quantitative High-Throughput Screen for Regulators of Epigenetic Control; Potency, µM (series often up to 53.9 µM), for inactives: top-dose GFP activation, most hits filed as activators; 0.2% of 280,000 active; murine LDR cells, GFP reporter derepression, 30 h; further: % of control where 0% means no effect; nearly all actives have a fitted effect of over 60% in size
#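 In this reporter-derepression format, murine cells bearing a silenced integrated CMV-GFP locus incubate with test compound (30 h, 37 C), then are washed and imaged; fluorescent objects of 20–120 um count as induced cells.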
# RGS12 GoLoco inh = qHTS Assay for Inhibitors of RGS12 GoLoco Motif Activity (Red Fluorophore) | Guanine nucleotide-binding protein G(i) subunit alpha-1 (Homo sapiens), P63096 | Gai1:RGS12 GoLoco peptide FP, rhodamine, 10 min | Potency, µM (doses to about 61.6 µM), for the others: at the highest dose activity, negative = inhibition, hits mostly inhibitors | 0.44% of 230,000 active; active means well fitted inhibition curve with a large enough effect, not every such curve was filed as active; inactive means no such curve, though single readings can be large or run the other way; further: on the % scale 0 is the no-effect control and ±100 the full control effect; nearly all actives have a fitted effect of over 30% in size; many of its hits are not listed in these tables
# Target sequence (P63096 whole entry, looked up): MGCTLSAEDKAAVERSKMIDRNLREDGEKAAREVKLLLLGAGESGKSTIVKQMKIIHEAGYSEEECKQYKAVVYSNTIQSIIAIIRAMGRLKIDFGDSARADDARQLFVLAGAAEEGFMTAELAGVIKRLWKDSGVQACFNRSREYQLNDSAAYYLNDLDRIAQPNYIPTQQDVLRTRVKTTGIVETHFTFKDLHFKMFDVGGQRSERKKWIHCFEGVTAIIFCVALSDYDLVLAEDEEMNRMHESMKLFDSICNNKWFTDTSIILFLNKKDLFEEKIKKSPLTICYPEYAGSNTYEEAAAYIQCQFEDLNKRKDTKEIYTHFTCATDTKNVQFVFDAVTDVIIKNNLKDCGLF
# JMJD2E inh = qHTS Assay for Inhibitors of Human Jumonji Domain Containing 2E (JMJD2E) | Lysine-specific demethylase 4E (Homo sapiens), B2RXH2 | JMJD2E catalytic domain, FDH-coupled NADH fluorescence (FDH is formaldehyde dehydrogenase) | Potency, µM (series often up to 57.1 µM), for inactives: top-dose activity change, negative = inhibition, actives largely listed as inhibitors | 1.6% of 230,000 active | AID 2147, 2009; active means well fitted inhibition curve with a large enough effect, not every such curve was filed as active; inconclusive means small, poorly fitted or top-dose-only effect, or another doubt; inactive means no such curve, though single readings can be large or run the other way;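 further: 0% = wells with enzyme and -100% = buffer wells without enzyme; nearly all actives have a fitted effect of over 50% in size; many of its hits are not listed in these tables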
# NPSR antag = qHTS Assay for Antagonists of the Neuropeptide S Receptor: cAMP Signal Transduction; Q6W5P4; CHO-NPSR cells, cAMP TR-FRET, antagonist mode; Potency, µM (highest dose often 38.3 µM), for the others: at the top dose activity change, negative = inhibition, usual class: inhibitors; 1% of 220,000 active; further: on the % scale 0 is the no-effect control and ±100 the full control effect; nearly all actives have a fitted effect of over 50% in size; many of its hits are not listed in these tables
# Luc counter = Counterscreen for Luciferase (Kinase-Glo TM) Inhibition; Luciferin 4-monooxygenase (Photuris pensylvanica), Q27757; Kinase-Glo luciferase, ATP luminescence, 8 min; Potency, µM (series often up to 38.3 µM), for inactives: at the top dose activity change, negative = inhibition, usual class: inhibitors; 0.28% of 200,000 active; AID 1379, 2008; further: on the % scale 0 is the no-effect control and ±100 the full control effect; nearly all actives have a fitted effect of over 60% in size
#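 Compound is pinned into ATP-containing buffer (10 uM ATP, imidazole pH 7.2, 7 mM MgCl2). Kinase-Glo luciferase reagent is then added. Light output is recorded following an 8-min room-temperature incubation.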
# IMPase Li cell = qHTS Assay for Identifying the Cell-Membrane Permeable IMPase Inhibitors: Potentiation with Lithium. 0.35% of 210,000 active. CHO-M1 cells, IP1 TR-FRET (IP-One), carbachol + lithium. Potency, µM (doses to about 59.4 µM), for inactives: at the top dose activity, negative = IMPase inhibition, most hits filed as inhibitors;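 further: IP1 builds up when IMPase is blocked and the TR-FRET signal falls; plate controls were basal vehicle for no effect and high inhibitor control for full effect; nearly all actives have a fitted effect of over 50% in size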
#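 IP1 accumulation measured by competitive TR-FRET in lysed CHO-M1 cells after 30 min compound exposure at 37C, with a small lithium addition to potentiate weak responses. Hill-equation AC50 from ratio and donor-channel data.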
# * marks the source's active call; other numbers are inactive results; i = inactive; ? = inconclusive; / = not tested or not shown; [ ] = remark or other dose. Unless noted, the call rests on the fitted dose curve; in most records, active means well fitted curve in the direction sought with a large enough effect; inconclusive means small, poorly fitted or top-dose-only effect, or another doubt; inactive means no such curve, though single readings can be large; an effect the other way counts as inactive or inconclusive. Potency means the concentration at half of the fitted maximal effect.
SMILES,RECQ1 helicase,SMN2 splice up,Epigenetic reg,RGS12 GoLoco inh,JMJD2E inh,NPSR antag,Luc counter,IMPase Li cell
O=C(Cc1ccccc1)c1c[nH]c(C(=O)NCCCN2CCOCC2)c1,-8%,-16%,-0.5%,1%,6%,4%,-3%,0%
COC(=O)C1(C(=O)OC)CC2=CCC3C(=O)N(c4ccccc4)C(=O)C3C2Cc2ccccc2[C@@H]1C[N+](=O)[O-] (stereo partly specified),-2%,3%,0.0%,4%,3%,/,2%,0%
Cc1ccsc1/C=C1/SC(N2CC(C)OC(C)C2)=NC1=O (stereo unspecified),i,-16%,-2.8%,0%,1%,-15%,1%,9%
Cc1ccc(-c2nn(C)c(=O)c3ccccc23)cc1CNC(=O)Cn1nc(-c2ccccc2)c2ccccc2c1=O,i,-11%,-0.3%,-1%,-1%,?,3%,3%[38.3 µM]
CCn1c(N2CCN(CC(=O)c3c[nH]c4ccccc34)CC2)nc2c1c(=O)[nH]c(=O)n2C,i,-10%,1.5%,-17%,-13%,-17%[46.1 µM],-1%,-10%[38.3 µM]
COc1cccc(C(=O)N2CCN(C(=O)c3cccc(F)c3)CC2)c1,-4%,-11%,1.1%,2%,-3%,-9%[46.1 µM],1%,-2%
CCNC(=O)C(CC(C)C)NC(=O)C(CO)NC(=O)C1CCC(=O)N1 (stereo unspecified),i,/,-1.0%,5%,3%,14%,/,/
COc1cc(Nc2nc(-c3ccccc3)c3cc(C)ccc3n2)cc(OC)c1OC,-13%,15%,1.2%,8%,-6%,-20%[46.1 µM],-2%,7%[38.3 µM]
Oc1c([C@H](Nc2ccccn2)c2ccccc2)ccc2cccnc12,/,-10%[9.22 µM],/,5%[14.2 µM],/,/,0%[7.66 µM],-4%
O=C(O)c1ccccc1-c1ccccc1C(=O)Nc1ccc2c(c1)Cc1ccccc1-2,/,-6%[9.22 µM],/,5%[14.2 µM],/,/,0%[7.66 µM],-8%
Nc1nc(-c2cccs2)cs1,i,-13%[9.22 µM],0.9%,1%[14.2 µM],8%,-9%[46.1 µM],-4%[7.66 µM],-3%
COc1ccc(/C(=C/c2ccc(OC(F)F)c(OC)c2)C(=O)O)cc1OC,i,12%,-1.0%,1%,?,-8%,4%,0%
Cc1cc(Cl)c(S(=O)(=O)NC(C(=O)O)c2ccccc2)cc1OCC(N)=O (stereo unspecified),-4%,19%,-1.0%,-5%,5%,4%[46.1 µM],5%,27%[38.3 µM]
O=C(NCc1ccco1)c1ccc(COc2cccc3ccccc23)cc1,-12%,21%,0.0%,2%,3%,-28%,2%,4%
Cc1ccc(C)n1-c1cccc(S(=O)(=O)N2CCOCC2)c1,i,15%,0.0%,8%,-7%,-6%,-1%,1%
O=C(Nc1ccccc1)/C(=C/c1ccc2c(c1)OCO2)NC(=O)c1ccco1,-10%,2%,?,-3%,8%,2%,-2%,-3%
COc1ccc(/C=N/NC(=O)c2ccoc2C)cc1COc1c(C)cccc1C,-8%,-8%,1.1%,11%,-2%,-28%[46.1 µM],-8%,33%[activator][38.3 µM]
O=C(c1ccc(Cl)c(S(=O)(=O)N2CCCCCC2)c1)N1CCOCC1,-4%,8%,-0.4%,2%,0%,3%,4%,8%
CCC(CO)n1c(SCc2cc([N+](=O)[O-])cc3c2OCOC3)nc2ccccc2c1=O (stereo unspecified),-9%,-8%,-1.3%,13%,11%,-47%,1%,15%
O=c1cc(N2CCc3ccccc32)[nH]c(=O)n1-c1ccc(Br)cc1,10%,15%,0.0%,7%,?,-23%[46.1 µM],-2%,20%[38.3 µM]
Cc1cc(-c2nnc(SCc3ccccn3)o2)no1,10%,5%,-0.9%,-12%,-1%,-19%[46.1 µM],9%,?
COc1cc(C)nc(OCCNS(=O)(=O)c2cc(C)ccc2C)n1,9%,12%,-1.0%,5%,9%,-20%[46.1 µM],-4%,27%[38.3 µM]
NS(=O)(=O)c1ccc(NC(=O)COC(=O)CCC2CCCC2)cc1,i,3%,0.1%,-1%,5%,4%,1%,-12%
O=C(CN1CCN(C(=O)c2ccccc2)CC1)Nc1ccc(Br)cn1,i,-8%,-1.0%,8%,12%,-2%[46.1 µM],-3%,32%[activator][38.3 µM]
Cc1c(Cl)cccc1NC(=O)COC(=O)c1c2c(nc3ccccc13)CCN(Cc1ccccc1)C2,2%,/,1.0%,180%[activator],-2%,-43%,-1%,-7%

# Complete entries as entered above:
# Listed for Cc1cc(-c2nnc(SCc3ccccn3)o2)no1 → RECQ1 helicase = 10%; SMN2 splice up = 5%; Epigenetic reg = -0.9%; RGS12 GoLoco inh = -12%; JMJD2E inh = -1%; NPSR antag = -19%[46.1 µM]; Luc counter = 9%; IMPase Li cell = ?
# Listed for COC(=O)C1(C(=O)OC)CC2=CCC3C(=O)N(c4ccccc4)C(=O)C3C2Cc2ccccc2[C@@H]1C[N+](=O)[O-] (stereo partly specified) → RECQ1 helicase = -2%; SMN2 splice up = 3%; Epigenetic reg = 0.0%; RGS12 GoLoco inh = 4%; JMJD2E inh = 3%; NPSR antag = /; Luc counter = 2%; IMPase Li cell = 0%

# Other results.
SMILES,RECQ1 helicase,SMN2 splice up,Epigenetic reg,RGS12 GoLoco inh,JMJD2E inh,NPSR antag,Luc counter,IMPase Li cell
O=C(NCCCN1CCOCC1)C1(c2ccccc2)CCCC1,-2%,/,-2.9%,8%,-5%,-3%[46.1 µM],-1%,30%[38.3 µM]
O=Cc1ccc(OCc2cn3ccccc3n2)cc1,-14%,11µM*,-4.2%,-26%,0%,9%,-11%,14%
O=c1c2c(nc3nc(Cc4ccccc4)[nH]n13)CCC2,3%,/,-1.1%,3%,1%,9%[46.1 µM],-2%,21%[38.3 µM]
Oc1csc(Cc2nc(-c3ccc(-c4ccccc4)cc3)cs2)n1,-1%,4%,-2.9%,27%,4%,-7%[46.1 µM],-9%,-24%[38.3 µM]
CCOC(=O)N1CCN(C(=S)Nc2ccc(C)c(C)c2)CC1,-3%,-9%,0.0%,10%,0%,-5%,1%,-4%
COc1ccccc1NC(=S)NCc1ccc2c(c1)OCO2,i,24%,0.9%,13%,5%,0%,5%,15%
CCCOC(=O)c1c(N)sc(C(=O)OCC)c1C,-6%,26%,1.9%,10%,7%,5%,0%,-2%
CC1(C)CC(=O)C(C=NCCN2CCN(C(=O)NC34CC5CC(CC(C5)C3)C4)CC2)=C(O)C1,-6%,13%,0.0%,-4%,0%,-22%[46.1 µM],-7%,-21%[38.3 µM]
COCc1cc(C)n(CC(=O)Nc2ccc(Cl)cc2Cl)c(=O)c1C#N,-12%,-33%,-3.7%,1%,?,2%[46.1 µM],-3%,?
O=C(NC1CCCCCC1)c1ccc2c(=O)n3c(nc2c1)CCCCC3,-7%,13µM*,-0.2%,10%,-3%,-18%[46.1 µM],-7%,12%[38.3 µM]
CCCNC(=S)N1CC2(C)CN(C(=O)C(=O)OC)CC(C)(C1)C2=O,-3%,-34%[inhibitor],0.0%,-6%,3%,21%,-2%,7%
O=C(COC(=O)c1ccc(Cl)nc1)Nc1ccccc1OC(F)F,i,-1%,0.0%,-1%,3%,8%,-2%,11%
O=C(/C=C/c1ccccc1)N1CCN(CCN2C(=O)c3cccc4cccc(c34)C2=O)CC1,5%,-13%[1.84 µM],1.9%,2%,4%,-17%,0%,6%
Cc1cccn2c(=O)c(C=Nc3ccc(Cl)cc3)c(NCCO)nc12,i,17%,0.1%,3%,?,1%[46.1 µM],4%,3%
COC(=O)c1ccc(C)c(NC(=O)c2ccc(Cl)c([N+](=O)[O-])c2)c1,-7%,-8%,-4.1%,9%,-8%,-17%,-1%,2%
Cc1cc(C)cc(NC(=O)CN2CCN(c3ncccn3)CC2)c1,i,-5%,-4.5%,2%,13%,-19%[46.1 µM],1%,-5%[38.3 µM]
CCCCCCC(=O)N(O)C1CC(=O)N(c2ccc(Br)cc2)C1=O (stereo unspecified),i,29%,13%,39%[activator],-13%,-4%[46.1 µM],-1%,-6%[38.3 µM]
COc1cccc(CNC(=O)C2CCCN(c3nn4c(=O)cc(C)nc4s3)C2)c1OC (stereo unspecified),-10%,7%,-2.9%,5%,7%,2%[46.1 µM],-5%,-3%[38.3 µM]
COCCCNC(=O)CCn1c(=O)c2ccccc2n(CC(=O)Nc2ccccc2C)c1=O,-1%,20%,-1.2%,-9%,4%,1%[46.1 µM],3%,33%[activator][38.3 µM]
C=CCc1ccccc1OCCNCc1ccccc1,-1%,-7%,0.0%,3%,?,8%,-1%,8%
C#CCn1c(S(=O)(=O)Cc2ccc(OC)cc2)nc(-c2ccccc2)c1-c1ccccc1,-6%,-28%,2.1%,7%,-16%,?,2%,11%[38.3 µM]
Cc1nc2c(-c3ccccc3)c(C)[nH]n2c(=O)c1Cc1ccccc1,-4%,-54%[inhibitor],-0.9%,6%,?,-21%,2%,4%

# Compounds shown so far with a furan ring, fused or not:
SMILES,RECQ1 helicase,SMN2 splice up,Epigenetic reg,RGS12 GoLoco inh,JMJD2E inh,NPSR antag,Luc counter,IMPase Li cell
O=C(NCc1ccco1)c1ccc(COc2cccc3ccccc23)cc1,-12%,21%,0.0%,2%,3%,-28%,2%,4%
O=C(Nc1ccccc1)/C(=C/c1ccc2c(c1)OCO2)NC(=O)c1ccco1,-10%,2%,?,-3%,8%,2%,-2%,-3%
COc1ccc(/C=N/NC(=O)c2ccoc2C)cc1COc1c(C)cccc1C,-8%,-8%,1.1%,11%,-2%,-28%[46.1 µM],-8%,33%[activator][38.3 µM]

# From PubChem

# Some of the compounds tested; the hit share may differ from the screen's.
